# TRPV1 ag = agonists of human vanilloid receptor 1 (TRPV1); TRPV1-expressing cells, Fluo-8 calcium influx, agonist mode; activation, % at 8.33 µM; 320,000 compounds, 0.19% hits; in the data active = activation above about 80%; inconclusive = between about 30% and that limit; also: 0% is about no effect
#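 TRPV1-expressing cells were cultured overnight at 35.5C and loaded with Fluo-8 calcium dye for 40 to 90 min at room temperature. After a 10 s baseline, compound was added and calcium influx was read kinetically for 3 min (ex 480/em 520 nm).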
# TSG101-PTAP inh = blocks PTAP/TSG101 interaction to inhibit HIV-1 budding. Q99816. Potency, µM (top dose mostly 115 µM), inactives show at the top dose activity change, negative = inhibition, actives largely listed as inhibitors. 340,000 tested, under 10 active. Fluorescence polarization, FITC-PTAP peptide / Tsg101 binding. AID 493005; active = well fitted inhibition curve with a large enough effect in the main read-out, with a control signal flat, not every such curve was filed as active; inconclusive = small, poorly fitted or top-dose-only effect, or effect the other way, or a change in a side signal; inactive = no such curve, though single readings can be large or run the other way; also: potency is read from the fitted curve at half-maximal effect; % of control where 0% means no effect
#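 Fluorescence polarization binding of Tsg101 binding domain (10 uM final) to FITC-labeled PTAP peptide (50 nM final) in HEPES pH 7.5 buffer with NaCl, Tween 20, EDTA, TCEP. Compounds added before peptide; binding 20 min at RT.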
# uPA surface inh = inhibitors of cell surface uPA generation. cell surface uPA generation assay, qHTS. Potency, µM (top dose mostly 38.3 µM), inactives show top-dose activity change, negative = inhibition, hits mostly inhibitors. 330,000 compounds, 0.31% hits. AID 540303; active = well fitted inhibition curve with a large enough effect; inconclusive = small, poorly fitted or top-dose-only effect; inactive = no such curve, though single readings can be large or run the other way; tested in mouse RAW 264.7 cells; also: potency is read from the fitted curve at half-maximal effect; % is scaled to controls: 0 for no effect and ±100 for the full control effect; nearly all actives have a fitted effect of over 55% in size
# Eya2 inh = inhibitors of human Eya2 phosphatase activity | O00167 | recombinant Eya2, OMFP fluorescence dephosphorylation (OMFP is methylfluorescein phosphate) | Potency, µM (doses to about 76.9 µM), without a hit: top-dose activity, negative = inhibition, usual class: inhibitors | 330,000 compounds, 0.006% hits; also: potency is read from the fitted curve at half-maximal effect; % is scaled to controls: 0 for no effect and ±100 for the full control effect
# Target sequence (O00167 whole entry, looked up): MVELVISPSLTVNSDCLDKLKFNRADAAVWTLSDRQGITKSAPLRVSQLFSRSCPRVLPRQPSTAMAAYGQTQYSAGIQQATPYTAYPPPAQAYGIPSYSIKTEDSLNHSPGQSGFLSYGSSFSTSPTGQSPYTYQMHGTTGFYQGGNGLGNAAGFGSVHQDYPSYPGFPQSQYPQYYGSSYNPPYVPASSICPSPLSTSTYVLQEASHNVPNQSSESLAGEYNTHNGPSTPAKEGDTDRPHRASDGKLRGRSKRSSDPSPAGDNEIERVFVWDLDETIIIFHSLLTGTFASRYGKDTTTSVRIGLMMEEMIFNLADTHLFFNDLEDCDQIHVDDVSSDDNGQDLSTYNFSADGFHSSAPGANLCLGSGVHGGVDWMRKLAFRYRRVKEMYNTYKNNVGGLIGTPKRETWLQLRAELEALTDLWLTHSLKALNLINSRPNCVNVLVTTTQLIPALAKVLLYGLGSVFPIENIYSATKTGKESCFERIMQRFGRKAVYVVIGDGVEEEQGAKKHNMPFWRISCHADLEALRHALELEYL
#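 Eya2 protein (added as 0.2 uM solution) was preincubated with compound for 10 min at ambient temperature in 50 mM HEPES pH 7.5, 50 mM NaCl, 5 uM MgCl2, 0.05% BSA, 1 mM DTT. OMFP (added at 50 uM) then reacted 10 min; fluorescence read at 485/525 nm.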
# a7 integrin act = activators of alpha7 integrin expression for muscular dystrophy; AID 624291; Potency, µM (top dose mostly 38.3 µM), for inactives: at the highest dose activation, actives largely listed as activators; 350,000 compounds, 0.064% hits; alpha7betagal myoblasts, beta-gal FDG fluorescence, 48 h;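 also: potency is read from the fitted curve at half-maximal effect; 100% = response of the positive control SU9516; nearly all actives have a fitted effect of over 60% in size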
#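 Alpha7betagal+/- myoblasts (passage 13) were plated 16-24 hr, then exposed to compounds (1:260 dilution of DMSO stock) for 48 hours at 37C. After MPER lysis, β-galactosidase reporter activity was read as FDG fluorescence (ex 480/em 540) after 30 minutes.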
# ELG1 genotoxic = genotoxicity induction in ELG1-luciferase HEK293T cells; HEK293T ELG1-luciferase reporter, luminescence, 16 h; Potency, µM (series often up to 46 µM), inactives show at the top dose activity change, positive = activation, usual class: activators; 330,000 compounds, 1.3% hits; also: potency is read from the fitted curve at half-maximal effect; % of control where 0% means no effect; nearly all actives have a fitted effect of over 60% in size
#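 ELG1-luciferase HEK293T cells, 2,000/well; compound pinned in; 16 hr, 37 °C, 5% CO2; ONE-Glo, 30 min RT; luminescence on CCD imager.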
# USP2a inh = USP2a (human) protease inhibition | O75604 | USP2 core, Ub-CHOP2 coupled fluorogenic reporter, 485/531 | Potency, µM (top dose mostly 38.3 µM), inactives show at the highest dose activity change, negative = inhibition, hits mostly inhibitors | 330,000 compounds, 0.01% hits | AID 463254;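 also: potency is read from the fitted curve at half-maximal effect; plate controls were DMSO wells for no effect and full inhibition by NEM control for full effect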
# Target sequence (O75604 whole entry, looked up): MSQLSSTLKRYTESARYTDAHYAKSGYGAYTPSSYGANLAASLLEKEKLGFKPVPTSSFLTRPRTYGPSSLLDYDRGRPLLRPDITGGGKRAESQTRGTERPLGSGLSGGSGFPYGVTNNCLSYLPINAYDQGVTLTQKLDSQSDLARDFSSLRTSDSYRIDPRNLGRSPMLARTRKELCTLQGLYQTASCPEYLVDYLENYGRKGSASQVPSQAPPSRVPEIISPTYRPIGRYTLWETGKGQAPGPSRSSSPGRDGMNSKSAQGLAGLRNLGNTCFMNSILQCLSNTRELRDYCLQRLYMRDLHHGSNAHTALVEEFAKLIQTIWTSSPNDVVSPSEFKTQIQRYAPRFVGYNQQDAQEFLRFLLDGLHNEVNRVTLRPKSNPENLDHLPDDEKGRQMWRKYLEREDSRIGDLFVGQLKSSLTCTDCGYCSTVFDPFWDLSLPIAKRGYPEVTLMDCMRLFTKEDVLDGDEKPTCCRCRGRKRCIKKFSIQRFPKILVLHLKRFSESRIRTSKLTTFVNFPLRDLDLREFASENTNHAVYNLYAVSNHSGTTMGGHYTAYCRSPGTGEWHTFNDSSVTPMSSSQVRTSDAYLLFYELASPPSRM
#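 USP2 core (10nM final) preincubated 30min RT with compound in 20mM Tris-HCl pH 8.0, 2mM CaCl2, 2mM beta-mercaptoethanol, 0.05% CHAPS; 25nM Ub-CHOP2 plus 25nM reporter substrate added, fluorescence (Ex485/Em531) read after 60min.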
# p53 reactivation = mutant p53 re-activation in reporter cells | H1299 p53-A138V BP100-luciferase reporter, luminescence, 24 h | Potency, µM (titrated, usually from 92.2 µM), for inactives: top-dose activity change, positive = activation, most hits filed as activators | 320,000 compounds, 0.063% hits; also: potency is read from the fitted curve at half-maximal effect; % of control where 0% means no effect; nearly all actives have a fitted effect of over 45% in size
#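 H1299 (p53-null), stable ts p53-A138V + BP100-Luc; 1000 cells/well, Opti-MEM/10% FBS; cpd 4 pt, 1:5; 24 h, 37 deg C, 5% CO2; detection reagent 10 min RT; luminescence.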
# ASM inhibitor = human S-ASM enzyme inhibition; P17405; placental ASM, HMU-PC fluorogenic substrate, 60 min; Potency, µM (series often up to 57.5 µM), without a hit: at the top dose activity change, negative = inhibition, most hits filed as inhibitors; 340,000 compounds, 0.006% hits; also: potency is read from the fitted curve at half-maximal effect
#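 Human placenta-derived ASM preincubated with compound 10 min at room temperature, then reacted with 9 uM (final) fluorogenic HMU-PC substrate for 60 min at 37 C. Stop solution raises pH to 10; fluorescence read at Ex 386/Em 447 nm.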
# BRCA1 expr act = activators of BRCA1 expression. MCF7-BRCA1-FFLuc reporter, luminescence, 48 h; response scale: scaled: vehicle 0%, 10 µM genistein 100%. Potency, µM (titrated, usually from 46.1 µM), inactives show at the highest dose activation, most hits filed as activators. 380,000 compounds, 1.1% hits; also: potency is read from the fitted curve at half-maximal effect; nearly all actives have a fitted effect of over 80% in size; some results filed as inactive show a strong effect at the top dose
#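 First, MCF7-BRCA1-FFLuc cells (2000/well) attach for 2 h; next, compounds are pin-added and incubated 48 h at 37 °C; finally, luciferase reagent is added and luminescence read after 15 min.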
# B2AR arrestin = beta2AR (human) beta-arrestin recruitment activity; P07550; beta-arrestin recruitment to beta2AR, cell-based reporter; Potency, µM (series often up to 46.1 µM), for the others: at the highest dose activation, actives largely listed as activators; 330,000 compounds, 0.02% hits;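 also: potency is read from the fitted curve at half-maximal effect; 0% = DMSO controls and full agonism = EC100 isoproterenol or metaproterenol; nearly all actives have a fitted effect of over 65% in size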
# Numbers without * were called inactive; ? = inconclusive; . = not tested or not shown; & = joins results of further samples; [ ] = remark or other dose. Unless noted, calls follow the shape of the dose curve; as a rule, active = well fitted curve in the direction sought with a large enough effect; inconclusive = small, poorly fitted or top-dose-only effect, or another doubt; inactive = no such curve, though single readings can be large; an effect the other way counts as inactive or inconclusive.
SMILES,TRPV1 ag,TSG101-PTAP inh,uPA surface inh,Eya2 inh,a7 integrin act,ELG1 genotoxic,USP2a inh,p53 reactivation,ASM inhibitor,BRCA1 expr act,B2AR arrestin
Cc1c(Cc2ccccc2)c(=O)oc2cc(OCC(=O)NC(Cc3ccc(Cl)cc3)C(=O)O)ccc12 (stereo unspecified),10,1%,-6%,-3%,-16%,4%,2%,.,-3%,29%,-0.2%
C=CCSc1nnc(C)c(/C=C/Nc2ccc(Cl)cc2)n1,5,?,-6%,2%,?,-5%,2%,-3%,-3%,-24%,0.5%
O=C1CCCC2=C1C(c1cccs1)n1nc(SCc3ccccc3F)nc1N2 (stereo unspecified),24,-2%,-4%,2%,-5%,0%,2%,1%,152%[activator],-37%,-0.5%
CC1(C(=O)NCc2ccc(Cl)c(Cl)c2)Oc2cccnc2NC1=O (stereo unspecified),8,-1%,2%,9%,1%,-2%,2%,-4%,6%,-2%,-0.1%
COc1cccc(C2=NOC(C(=O)NCC3CCCO3)C2)c1 (stereo unspecified),-1,-6%,.,6%,-9%[7.66 µM],2%,1%,-1%,0%,10%,0.4%
CC(=O)c1c(C)n(CCc2ccc(Cl)cc2)c2ccc(O)cc12,-3,-1%,3%,4%,3%,-3%,-2%,.,4%,-3%,0.4%
O=C(O)c1ccc(OCc2occc2C(=O)O)cc1,-2,-4%,-1%,.,8%,.,.,.,0%,7%,.
C=CCc1c(NCCO)nc(C)[nH]c1=O,14,3%,4%,-1%,-8%,1%,1%,-1%,-1%,48%,0.1%
CCCN(CCC)CCCNC(=O)Cn1cnc2sc(C)c(S(=O)(=O)N3CCC(C)CC3)c2c1=O,1,-1%,-1%,-1%,3%,2%,4%,8%,1%,4%,-0.1%
O=C(Nc1ccccc1-c1nc2ccccc2s1)c1ccco1,20,-1%,-4%,-6%,-2%,0%,-2%,-18%,-4%,-76%,-0.5%
CCN(c1ccc(NC(=O)CSc2ccc3c(c2)OCCO3)cc1)C(C)C,.,-4%,11%,-3%,-21%,-6%,0%,8%,-1%,-26%,-0.6%
CCOC(=O)N1CCN(C(=O)CCS(=O)(=O)c2ccc3c(c2)CC(C)N3C(=O)CC)CC1 (stereo unspecified),3,4%,-13%,7%,-10%,0%,2%,-4%,-10%,-30%,0.3%
CCSc1nc(O)c(Cc2ccccc2)c(=O)[nH]1,-1,-4%,1%,-8%,-7%,0%,1%,3%,1%,18%,0.0%
CCOC(=O)c1c(C)[nH]c(C(=O)N2CCc3cc(OC)c(OC)cc3C2)c1C,4,-1%,6%,0%,-8%,-1%,-2%,-6%,-3%,-56%,3.3%
COc1ccc([C@H]2/C=C\CN(C(=O)c3ccccc3)[C@@H](C)C(=O)N2Cc2ccc(F)cc2)cc1,.,-1%,5%,.,8%,.,.,.,0%,-21%,.
CCCCCCCCNCCS(=O)(=O)NN1CCOCC1,.,-3%,14%,?,13%,-4%,3%,-5%,-4%,5%,-0.8%
Cc1onc(-c2c(F)cccc2Cl)c1C(=O)Nc1ccc(S(=O)(=O)Nc2ncccn2)cc1,0,1%,6%,7%,16%,-1%,0%,0%,1%,-34%,-0.2%
Cc1cc(C)cc(NC(=O)Cn2nnc(C(=O)NCc3ccco3)c2N)c1,?,0%,-5%,-2%,-3%,1%[9.26 µM],2%,10%,-2%,-6%&-15%,-0.1%
Cc1ccc(C(NC(=O)NCCCN2CCOCC2)=C(Cl)Cl)cc1F,15,-3%,-9%,18%,-57%[inhibitor],-27%,0%,22%,3%,-20%,0.1%
O=C(Cn1cnc2c(oc3ccccc32)c1=O)NCc1ccccc1,-3,0%,-26%,-1%,-1%,6%,2%,2%,1%,0%,-0.1%
O=C(CC1(CC(=O)N2CCOCC2)CCCC1)Nc1ccc(F)cc1,.,-2%,-1%,9%,-18%,1%,-1%,-3%,2%,-3%,-0.6%
Cc1nnc(N)s1,-3,-2%,7%,4%,-35%,0%,0%,-1%,2%,-2%,-0.4%
COc1ccc(N2CCN(C(CNC(=O)C(C)(C)C)c3ccco3)CC2)cc1 (stereo unspecified),4,-3%,4%,1%,0%,1%,11%,4%,-1%,0%,0.0%
CCCCNC(=O)Nc1ccccc1C(=O)NCc1ccco1,2,-5%,-21%,13%,-14%,-1%,?,-4%,-16%,9%,0.0%
CCOc1ncccc1C(=O)Nc1ccc(Cl)c(S(=O)(=O)N2CCCC2)c1,10,-1%,-4%,11%,-32%,-4%,8%,-1%,0%,-40%,0.1%

# Overlap with the part before: two entries; new compounds follow.
SMILES,TRPV1 ag,TSG101-PTAP inh,uPA surface inh,Eya2 inh,a7 integrin act,ELG1 genotoxic,USP2a inh,p53 reactivation,ASM inhibitor,BRCA1 expr act,B2AR arrestin
CCCCNC(=O)Nc1ccccc1C(=O)NCc1ccco1,2,-5%,-21%,13%,-14%,-1%,?,-4%,-16%,9%,0.0%
CCOc1ncccc1C(=O)Nc1ccc(Cl)c(S(=O)(=O)N2CCCC2)c1,10,-1%,-4%,11%,-32%,-4%,8%,-1%,0%,-40%,0.1%
O=C(COC(=O)C1COc2ccccc2O1)Nc1ccccc1OC(F)F (stereo unspecified),.,-1%,-13%,?,?,-1%,0%,0%,-1%,2%,-0.2%
Cc1ccc(C(=O)N/C(=C\c2ccco2)C(=O)N2CCSCC2)cc1C,1,-1%,1%,5%,-5%,-2%,2%,9%,3%,-1%,-0.1%
O=C1CC(C(=O)Nc2ccccc2C(=O)O)C(c2ccccc2)O1 (stereo unspecified),1,-12%,1%,-23%,10%,6%,0%,1%,4%,-18%,0.0%
COc1ccccc1CNCCS(=O)(=O)NCc1ccccc1OC,.,-2%,1%,.,9%,.,.,.,1%,0%,.
CC(=O)c1ccc(NC(=O)/C(C#N)=C/c2ccncc2)cc1,2,2%,3%,10%,-16%,15%,3%,-6%,5%,4%,0.0%
O=c1cc(-c2ccncc2)oc2ccccc12,1,-4%,-6%,21%[15.4 µM],-1%,-3%,-1%,-3%,-1%,59%,0.5%
CC(C)(O)C(=O)NN(C(=O)c1ccccc1)c1ccc2ccccc2c1,1,-1%,-3%,9%,17%,-4%,-1%,26%,5%,-9%,?
Cc1ccc2nc(N/C(=N/S(=O)(=O)c3ccc(F)cc3F)c3ccccc3)sc2c1,1,0%,-4%,8%,-5%,11%,2%,25%,-1%,63%,0.2%
O=C1c2cccc3cccc(c23)C(=O)N1CC1CCN(CC(O)COc2ccc3ccccc3c2)CC1 (stereo unspecified),9,-1%,?,1%,-69%[inhibitor],8%,-2%,5%,-25%,-76%,-0.9%
COCCNC(=O)c1cnn2c(C(F)F)cc(-c3ccccc3)nc12,7,-2%,6%,2%,1%,-7%,6%,-2%,64%[activator],-25%,-0.7%
Cc1cc(C)c(C)c(OCCCn2ccnc2)c1,-1,0%,12%,16%,-6%,-7%,-1%,-3%,1%,-10%,-0.1%
CC(C)(C)c1ccc(S(=O)(=O)NCC(=O)N2CCCC2)cc1,2,-1%,0%,2%,17%,-9%,0%,.,9%,3%,0.4%
C=CCN1CCN(C(c2ccccc2OC)c2nnnn2C(C)(C)C)CC1 (stereo unspecified),1,-2%,-1%,4%,8%,-3%,3%,2%,-2%,15%,-0.2%
COc1ccccc1Cn1c(-c2ccco2)nc2nc3ccccc3nc21,.,-1%,-3%,.,-3%,.,.,.,.,51%,.
Cc1ccn2c(CNC(C)CCn3cccn3)c(C(=O)N3CCCCCC3)nc2c1 (stereo unspecified),0,-3%,3%,3%,?,0%,4%,0%,7%,-21%,-0.4%
COc1ccc(-c2nnn(CC(=O)N(Cc3ccccc3Cl)C(C(=O)NCC3CCCO3)c3ccco3)n2)cc1OC (stereo unspecified),-4,-3%,.,-26%,12%,-3%,0%,0%,-5%,-41%,-0.2%
CCOCCCNC(=O)C(NC(=O)c1ccc(=O)[nH]c1)c1ccccc1 (stereo unspecified),0,0%,-1%,-19%,1%,0%,0%,1%,4%,-9%,0.0%
CC(=O)OC1CC(C)(C)N(OC(=O)c2ccccc2)C(C)(C)C1,9,-4%,5%,11%,15%,0%,0%,-2%,-1%,0%,-0.2%
COc1ccccc1-c1nnc(SCC(=O)Nc2ccc(N3CCOCC3)cc2)n1N,.,-4%,0%,-1%,-2%,0%,1%,15%,0%,48%,0.7%
Cc1nc2ncnn2c(N2CCCC(C(=O)Nc3ccccc3Br)C2)c1C (stereo unspecified),7,4%,-5%,7%,15%,9%,-2%,-1%,3%,-22%,0.1%
CN(C(=O)c1ccncc1)C1CCCCC1,-3,-1%,2%,-3%,-26%,0%,1%,20%,-3%,11%,-4.0%
